BoNT A protease = BoNT/A light chain protease inhibitors, primary screen, biochemical, flow cytometry, MLPCN library. multiplex microsphere protease substrate cleavage. inhibition, % at 10 µM. 360,000 compounds, 0.17% hits; further: plate controls were buffer without enzyme for full effect and enzyme alone for no effect
Mtb BioA inh = M. tuberculosis BioA enzyme inhibitors, primary screen, biochemical, plate reader, single point, HTS | 7,8-diaminopelargonic acid synthase BioA (Mycobacterium tuberculosis) | purified M. tuberculosis BioA enzyme | inhibition, % at 9.99 µM | 360,000 compounds, 0.096% hits | AID 602481, 2012; in the data active means inhibition above about 40%; inconclusive means no clear call, values can overlap the other calls
GDH-TPI inh = GDH-TPI coupling enzyme inhibitors, primary screen, artefact control for M. tuberculosis FBA inhibitor project, biochemical, absorbance, full deck. GDH-TPI coupled enzyme counterscreen, NADH absorbance. inhibition, % at 4.8 µM. 360,000 compounds, 1.2% hits; in the data active means inhibition above about 30%;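 further: 0% = DMSO wells and 100% = wells lacking the enzyme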
FadD28 FP inh = inhibitors of FadD28 bisubstrate probe binding, primary screen, biochemical, fluorescence polarization, single point; Mycobacterium tuberculosis FadD28 fatty-acid-AMP ligase; inhibition, % at 12.5 µM; 360,000 compounds, 0.22% hits; AID 588549, 2011; in the data active means inhibition above about 8.5%, passing the limit was not always enough; inconclusive means no clear call, values can overlap the other calls
BoNT-F LC inh = BoNT/F light chain protease inhibitors, primary screen, biochemical, flow cytometry, MLPCN library. Botulinum neurotoxin type F light chain protease (Clostridium botulinum). Multiplex microsphere protease cleavage assay. inhibition, % at 10 µM. 360,000 compounds, 0.22% hits; in the data active means inhibition above about 35%, passing the limit was not always enough; inconclusive means no clear call, values can overlap the other calls; further: plate controls were buffer without enzyme for full effect and enzyme alone for no effect
PfHsp40 yeast = rescue of yeast from PfHsp40 toxicity, primary screen, S. cerevisiae, ATP luminescence. S. cerevisiae expressing PfHsp40, growth rescue. growth rescue, % at 12.5 µM. 340,000 compounds, 0.68% hits; in the data active means growth rescue above about 28%, passing the limit was not always enough; inconclusive means no clear call, values can overlap the other calls;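 further: yeast W303a lacking pdr1 and pdr3 grown in galactose medium; growth measured after three days at 30 °C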
FBA Mtb inh = Mtb FBA enzyme inhibitors, primary screen, biochemical, fluorescence, strain H37Rv; Fructose-bisphosphate aldolase (Mycobacterium tuberculosis (strain ATCC 25618 / H37Rv)), …; purified M. tuberculosis FBA, fluorescence read-out; inhibition, % at 1 µM; 360,000 compounds, 2.3% hits; AID 588726, 2011; in the data active means inhibition above about 27%;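 further: 0% = vehicle and 100% = reference inhibitor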
UGM FP inh = M. tuberculosis UGM enzyme inhibitors, primary screen, biochemical, fluorescence polarization, single point. purified UGM, fluorescence polarization probe displacement. inhibition, % at 10 µM. 320,000 compounds, 0.06% hits. UDP-galactopyranose mutase (Mycobacterium tuberculosis (strain ATCC 25618 / H37Rv)), …; in the data active means inhibition above about 10%, passing the limit was not always enough; inconclusive means no clear call, values can overlap the other calls
Anthrax LF inh2 = Bacillus anthracis LF protease inhibitors, primary screen, biochemical, multiplex microsphere, MLPCN library | Lethal factor (Bacillus anthracis), P15917 | inhibition, % at 10 µM | multiplex microsphere protease cleavage assay | 360,000 compounds, 0.12% hits | AID 588501, 2011; further: plate controls were buffer without enzyme for full effect and enzyme alone for no effect
Target sequence (P15917 whole entry, looked up): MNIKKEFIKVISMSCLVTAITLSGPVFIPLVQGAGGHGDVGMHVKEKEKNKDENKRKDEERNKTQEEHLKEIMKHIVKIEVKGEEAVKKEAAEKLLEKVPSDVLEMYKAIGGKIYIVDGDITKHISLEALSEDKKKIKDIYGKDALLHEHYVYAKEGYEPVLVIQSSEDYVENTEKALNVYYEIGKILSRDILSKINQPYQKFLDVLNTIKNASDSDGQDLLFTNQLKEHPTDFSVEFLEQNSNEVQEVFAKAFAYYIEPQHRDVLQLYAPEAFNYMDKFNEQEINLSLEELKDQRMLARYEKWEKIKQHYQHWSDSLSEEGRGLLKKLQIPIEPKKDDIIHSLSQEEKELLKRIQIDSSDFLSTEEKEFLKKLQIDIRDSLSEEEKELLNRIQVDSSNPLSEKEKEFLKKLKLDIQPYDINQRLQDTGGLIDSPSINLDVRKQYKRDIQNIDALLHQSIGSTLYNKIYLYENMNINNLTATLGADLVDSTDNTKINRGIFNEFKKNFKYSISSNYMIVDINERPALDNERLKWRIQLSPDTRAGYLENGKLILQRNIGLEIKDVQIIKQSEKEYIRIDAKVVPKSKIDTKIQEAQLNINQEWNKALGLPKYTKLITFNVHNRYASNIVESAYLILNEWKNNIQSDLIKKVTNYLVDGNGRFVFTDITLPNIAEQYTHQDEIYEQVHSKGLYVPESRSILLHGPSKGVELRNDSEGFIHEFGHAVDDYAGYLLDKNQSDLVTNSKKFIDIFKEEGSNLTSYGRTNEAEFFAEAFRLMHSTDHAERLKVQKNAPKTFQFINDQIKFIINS
* = called active by the depositor; u = inconclusive; x = not tested or not shown; & = joins results of further samples. Unless noted, no stated cut-off is given here; in the data, active means inhibition above about 30%; inconclusive means no clear call, values can overlap the other calls; inactive means below that.

SMILES	BoNT A protease	Mtb BioA inh	GDH-TPI inh	FadD28 FP inh	BoNT-F LC inh	PfHsp40 yeast	FBA Mtb inh	UGM FP inh	Anthrax LF inh2
O=C(N/N=C/c1ccc([N+](=O)[O-])cc1)c1cccc(N2CCCC2=O)c1	-0.3	0.9	40*	-3.0	0	14	-3	-0.4	0
O=C(c1ccc(OC2CCN(Cc3cccc(OCCO)c3)CC2)cc1)N1CCCC1	0.7	x	7	-2.2	5	-0.3	-4	0.9	-3
CC1CCCN(S(=O)(=O)c2ccc(C(=O)Nc3nnc(-c4ccncc4)o3)cc2)C1 (configuration not stated)	-0.2	x	10	-3.1	-4	-0.1	1	2.0	-2
Cc1ccsc1CN(C)C(=O)CN1C(=O)NC(c2ccccc2)(c2ccccc2)C1=O	0.6	-2.3	-2	-3.7	-5	1.5	2	1.0	-1
O=C(Cn1c(-c2cscn2)nc2ccccc21)Nc1ccc2ccccc2c1	-1.2	0.0	-8	-2.0	-8	0.1	-2	2.6	-2
O=C(C1CCCN1C(=O)c1cccs1)N1CCN(Cc2ccc3c(c2)OCO3)CC1 (configuration not stated)	-0.1	11	5	-1.1	12	3.1	1	-0.2	0
Cc1ccc(N2CCN(C(=O)C3CCCN(c4ncnc5c4nc4n5CCCCC4)C3)CC2)c(C)c1 (configuration not stated)	-4.3	0.2	9	-3.1	-1	0.0	1	3.0	3
C=CC[C@H](CC(=O)N[C@H](CO)Cc1ccccc1)C(=O)N[C@H](COC(=O)[C@@H](CC=C)Cc1ccc(F)cc1)Cc1c[nH]c2ccccc12	-0.7	-0.6	10	-0.3	-1	1.1	3	x	-1
CCOc1ccccc1NC(=O)C1CC(=O)n2ncnc2N1 (configuration not stated)	0.0	0.2	11	-2.5	-10	-0.7	2	-0.4	-3
O=C(C[n+]1cccc2ccccc21)c1ccc(Br)cc1	6.9	-2.1	3	-3.4	u	0.1	1	2.4	16
CN(C)/C=C1\C(=O)N(c2ccc(Oc3ccccc3)cc2)CS1=O (configuration not stated)	0.8	0.1	3	-1.9	1	0.4	-1	-0.2	-1
Cn1c(CCN2CCCCC2)nc2cc(NC(=O)C3CCCCC3)ccc21	0.2	-1.5	-6	-3.8	-9	0.7	9	4.9	-1
O=C(NNC(=O)c1cccc2ccccc12)c1ccccc1O	0.4	1.1	9	1.1	1	29*	6	-0.3	-4
O=C1NCCCC1C(=O)N1CCN(C(=O)c2ccco2)CC1 (configuration not stated)	0.2	0.0	5	1.2	-2	0.4	0	1.3	5
Cc1ccc(C(=O)COC(=O)C2CC(=O)N(c3nc(-c4ccccc4)cs3)C2)cc1 (configuration not stated)	-1.3	-1.7	21	-0.1	1	-0.3	0	-0.5	u
Cc1cn(C2CCCCC2)c(=O)[nH]c1=O	0.0	-2.2	4	-2.5	5	1.0	-1	x	-1
CCCCOc1ccc(C(=O)N(CC)CC(=O)NCc2cccs2)cc1	x	0.6	3	-2.2	x	-2.0	2	-2.3	x
CCOCCCNC(=S)NNC(=O)CCn1nc(C)c(Br)c1C	-5.2	-1.5	-3	-0.8	-5	-0.1	-2	6.6	-1
COc1ccc(C(=O)N2CCN(C(=O)CC(C)C)CC2)cc1OC	-0.6	-0.5	3	-0.5	-2	-1.4	-1	0.5	-16
Cc1ccccc1NCC(=O)N/N=C/c1c(C)c(C(=O)c2ccc(Cl)cc2)n2ccccc12	0.8	x	32*	-1.7	-6	1.7	-5	-1.4	0
Cc1ccc(NS(=O)(=O)c2ccc(F)cc2)nc1	2.8	-3.1	6	-2.0	-13	-0.8	20	-0.6	6
COc1ccc(CCC(=O)NCc2ccc3c(c2)OCO3)cc1	-5.2	0.5	-3	-2.4	-11	0.5	4	-3.1	-3
CCOC(=O)c1sc2nc(NC(=O)COc3ccccc3)sc2c1C	-1.3	-3.9	12	2.5	-8	-0.7	3	0.3	-10
COc1cc(/C=C2/CCc3ccccc3C2=O)cc(OC)c1OC	0.3	3.5	25	-1.9	2	2.4	-1	0.9	0
CC(OC(=O)C1CC1C)C(=O)Nc1ncc(Cl)cc1Cl (configuration not stated)	x	0.1	3	-2.9	x	1.0	1	-0.7	x
COc1cc(-c2noc(-c3ccco3)n2)cc(OC)c1OC	0.3	-1.3	2	-3.7	-1	3.4	2	-0.2	-4
Cc1c(-c2ccc(Br)cc2)nc2ccccn12	-0.5	x	-3	-3.9	-2	1.0	13	5.0	-1
Nc1nc2ccccc2n1/N=C/c1ccc([N+](=O)[O-])s1	0.3	x	1	-2.6	3	-1.2	-5	-2.0	1
Cc1ccc(S(=O)(=O)N2CCCC2C(=O)OCc2nc3sc(C)c(C)c3c(=O)[nH]2)cc1 (configuration not stated)	0.8	-0.4	-3	-1.8	-2	-0.2	5	-0.4	0
CC(=NNC(=O)CCC(=O)Nc1ccccc1Cl)c1ccco1	-0.3	-3.4	-4	-3.6	-6	-0.5	-3	-1.3	-1
Cc1cccc2c1NC(=O)C21OCC(CO)([N+](=O)[O-])CO1 (configuration not stated)	-2.4	-0.3	3	-0.8	13	-0.4	3	-1.2	9
CCOc1ccc(N2CSC(=S)N(c3ccc(OCC)cc3)C2)cc1	-0.4	-1.3	-8	-1.8	u	1.1	1	-0.1	32*
Oc1ccccc1C1OCC2(CO1)COC(c1ccccc1O)OC2 (configuration not stated)	3.4	-5.6	6	1.8	3	0.3	2	0.2	3
CC1(C)SC2C(C(=O)O)N=C(Cc3ccccc3)N2C1C(=O)O (configuration not stated)	-0.4	4.0	7	0.2	-9	0.2	-3	x	1
Cc1ccccc1C(OCC(O)CN1CCN(CCO)CC1)c1ccccc1 (configuration not stated)	0.3	-0.3	0	-1.5	-1	0.3	2	0.5	-16
Cc1ccc2oc(-c3ccco3)cc(=O)c2c1	-0.5	x	31*	-2.4	-6	-1.9	123*	1.2	4
CC[C@@]1(C(=O)OC)N[C@H](CN(C)C(=O)Nc2ccc(C(F)(F)F)cc2)[C@@H]2C(=O)N(C)C(=O)[C@@H]21	-0.4	-0.2	1	-2.3	0	-0.6	2	x	0
O=C(CN1CCCCC1)Nc1ccc(N2CCCCCC2)cc1	-0.7	x	-12	-3.2	-38	2.1	2	-1.5	-15
Cc1cccc(N2CCN(C(=O)CNC(=O)c3cccc([N+](=O)[O-])c3)CC2)c1C	1.3	5.8	2	0.0	1	2.8	1	-1.9	-1
CCCNC(=O)NC(=O)COc1ccc2oc3ccccc3c2c1	0.1	1.2	8	-0.8	5	0.7	-1	0.7	-3

An excerpt from above in order of heavy-atom count, falling:
SMILES	BoNT A protease	Mtb BioA inh	GDH-TPI inh	FadD28 FP inh	BoNT-F LC inh	PfHsp40 yeast	FBA Mtb inh	UGM FP inh	Anthrax LF inh2
CC[C@@]1(C(=O)OC)N[C@H](CN(C)C(=O)Nc2ccc(C(F)(F)F)cc2)[C@@H]2C(=O)N(C)C(=O)[C@@H]21	-0.4	-0.2	1	-2.3	0	-0.6	2	x	0
Cc1ccc(S(=O)(=O)N2CCCC2C(=O)OCc2nc3sc(C)c(C)c3c(=O)[nH]2)cc1 (configuration not stated)	0.8	-0.4	-3	-1.8	-2	-0.2	5	-0.4	0
Cc1cccc(N2CCN(C(=O)CNC(=O)c3cccc([N+](=O)[O-])c3)CC2)c1C	1.3	5.8	2	0.0	1	2.8	1	-1.9	-1
Cc1ccccc1C(OCC(O)CN1CCN(CCO)CC1)c1ccccc1 (configuration not stated)	0.3	-0.3	0	-1.5	-1	0.3	2	0.5	-16
CCOc1ccc(N2CSC(=S)N(c3ccc(OCC)cc3)C2)cc1	-0.4	-1.3	-8	-1.8	u	1.1	1	-0.1	32*
COc1cc(/C=C2/CCc3ccccc3C2=O)cc(OC)c1OC	0.3	3.5	25	-1.9	2	2.4	-1	0.9	0
CC(=NNC(=O)CCC(=O)Nc1ccccc1Cl)c1ccco1	-0.3	-3.4	-4	-3.6	-6	-0.5	-3	-1.3	-1
COc1cc(-c2noc(-c3ccco3)n2)cc(OC)c1OC	0.3	-1.3	2	-3.7	-1	3.4	2	-0.2	-4
Cc1cccc2c1NC(=O)C21OCC(CO)([N+](=O)[O-])CO1 (configuration not stated)	-2.4	-0.3	3	-0.8	13	-0.4	3	-1.2	9
Nc1nc2ccccc2n1/N=C/c1ccc([N+](=O)[O-])s1	0.3	x	1	-2.6	3	-1.2	-5	-2.0	1
Cc1ccc(NS(=O)(=O)c2ccc(F)cc2)nc1	2.8	-3.1	6	-2.0	-13	-0.8	20	-0.6	6
Cc1c(-c2ccc(Br)cc2)nc2ccccn12	-0.5	x	-3	-3.9	-2	1.0	13	5.0	-1

Other entries
SMILES	BoNT A protease	Mtb BioA inh	GDH-TPI inh	FadD28 FP inh	BoNT-F LC inh	PfHsp40 yeast	FBA Mtb inh	UGM FP inh	Anthrax LF inh2
COc1ccc(Cl)cc1N(CC(=O)NC1CC1)S(=O)(=O)c1ccc(C)c([N+](=O)[O-])c1	0.4	0.0	-2	0.0	-3	-0.1	1	-1.1	0
Cc1noc(C)c1S(=O)(=O)N(C)C[C@@H]1OCc2cnnn2CCCC(=O)N([C@@H](C)CO)C[C@H]1C	-0.1	-2.0&-2.0	3	-0.1	2	x	1	x	0
COc1cccc(C(=O)NCCS(=O)(=O)NC(C)CCc2ccccc2)c1 (configuration not stated)	0.8	0.1	-2	-1.1	3	0.2	2	-1.7	-4
Cc1cccc(S(=O)(=O)c2c(N)n(-c3ccccc3)c3nc4ccccc4nc23)c1	-0.9	-0.2	16	-0.5	-29	0.6	74*	0.3	-4
Cc1cc(C(=O)NC2CCCC2)c2ccccc2n1	-2.6	4.9	-2	0.5	1	-0.6	-1	0.7	-2
Cc1ccc(Cl)cc1N1CCN(CC(=O)NC2CCCc3ccccc32)CC1 (configuration not stated)	0.1	x	-1	-0.4	-2	-0.1	1	1.9	1
FC(F)C(F)(F)C1=CC(c2cccs2)=NCCN1	-0.5	0.3	15	2.0	-10	0.3	2	0.5	1
O=C(CSc1ncccn1)NC1CCCC1	-0.1	-0.8	12	-0.5	1	x	2	x	1
CCOc1ccc(S(=O)(=O)NCc2ccncc2)cc1NC(=O)c1ccccc1	-6.1	x	-7	-3.7	-6	1.3	2	x	-6
CCOC(=O)c1cnc(-n2nc(C)cc2C)nc1N1CC(C)OC(C)C1 (configuration not stated)	2.9	-0.8	-1	-1.4	1	-1.2	2	-1.8	-2
CCCCCc1c(O)nc(SCC(=O)NCC2CCCO2)[nH]c1=O (configuration not stated)	-0.3	-0.8	6	-1.5	-11	1.5	0	0.0	1
CS(=O)(=O)N(CC(=O)NCCc1ccccc1)c1cccc([N+](=O)[O-])c1	0.4	x	-2	0.3	-6	-0.6	-1	2.2	-8
S=c1[nH]nc(-c2cccnc2)n1/N=C/C(Cl)=C\c1ccccc1	-0.8	2.2	11	1.2	-12	-1.5	-4	x	-1
COc1cccc(/C=N/NC(=O)C(=O)NCc2cccnc2)c1OC	-0.7	-0.3	-3	-2.1	-2	0.4	-1	3.4	-6
CCN(c1ccccc1)S(=O)(=O)c1ccc(Cl)c(NC(=O)CSc2nnc(C)s2)c1	0.6	x	19	0.5	-1	0.0	1	-0.5	-3

Screening data: PubChem, several laboratories

Rows are unselected; overall some 4.7% were active at least once.
